Screening data from PubChem BioAssay.
ER stress surv – ER stress cell death inhibition; relative survival (cellular ATP), % at 15 µg/mL (by protocol); CSM14.1 thapsigargin ER stress survival, ATP luminescence; 0.33% of 48,000 active; AID 1010;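 active = survival measured by cellular ATP above 50% at 15 µg/ml in the first screen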;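 note: cell death triggered by about 15 µM thapsigargin; ATP read 24 h after thapsigargin was added; plate controls were thapsigargin with DMSO for no effect and DMSO without thapsigargin for full effect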
Starred values were filed as active, the others as inactive. The list is partial, so the mix of outcomes need not match the whole.

SMILES	ER stress surv
O=C(c1cc2n(n1)C(C(F)(F)F)CC(c1ccc(Br)cc1)N2)N1CCCC1 (stereo unspecified)	-14
CCN(CC)c1ccc(NC(=O)c2ccccc2[N+](=O)[O-])cc1	10
CN1CCN(C2=NC(=O)/C(=C/c3ccc([N+](=O)[O-])cc3)S2)CC1	4
C=CCn1c(SCC(=O)Nc2ccc(OC)cc2)nc(O)c(Cc2ccccc2)c1=O	5
COc1ccc(/C(N)=N/OC(=O)/C=C/c2ccccc2)cc1	1
COC(=O)C1=NNC2C(=O)N(c3cccc(C)c3)C(=O)C12 (stereo unspecified)	4
CCCOc1ccc(/C=C/C(=O)c2cccs2)cc1OCC	2
Cc1ccc(C(C)C)c(OCCOc2ccc(/C=N/n3cnnc3)cc2)c1	-3
O=C(c1ccccc1)N1CCN(c2ccc([N+](=O)[O-])cc2Cl)CC1	12
Cc1ccc(CNC(=O)C(=O)Nc2ccccc2Br)cc1	2
Clc1cccc(Cl)c1SCCc1ccccn1	1
CN1C(=O)/C(=C\c2ccsc2)SC1=S	-6
CCOC(=O)C1=C(O)/C(=C/c2ccc(N(C)C)cc2)N=C1C	-4
CCCC(=O)Nc1cccc(NC(=O)c2cc([N+](=O)[O-])ccc2Br)c1	8
COc1ccc(CC(=O)Nc2ccc(C)c(C)c2)cc1OC	7

Rewritten bar-delimited: entries from further up
mol | ER stress surv
Cc1ccc(CNC(=O)C(=O)Nc2ccccc2Br)cc1 | 2
Clc1cccc(Cl)c1SCCc1ccccn1 | 1
CN1C(=O)/C(=C\c2ccsc2)SC1=S | -6

Next records:
SMILES	ER stress surv
Cc1ccc(NC(=O)c2ccccc2C(F)(F)F)c(C)c1	2
COc1cc(C(=O)NC(NC(=S)Nc2ccc(F)cc2)C(Cl)(Cl)Cl)cc(OC)c1OC (stereo unspecified)	5
Cc1cc(/C=C2/NC(=S)NC2=O)c(C)n1-c1ccc(C(C)(C)C)cc1	4
Cc1cc(/C=C2/SC(=O)NC2=O)c(C)n1C	4
Cc1ccccc1NC(=O)CC1SC(N)=NC1=O (stereo unspecified)	4
O=C(O)c1cnn2c1NC(c1ccc3c(c1)OCO3)CC2C(F)(F)F (stereo unspecified)	0
O=C(Nc1c(F)c(F)c(F)c(F)c1F)c1ccccc1F	5
CCn1ccnc1C(O)(c1ccccc1)c1ccc(C)cc1 (stereo unspecified)	-3
CCN1C(=O)CC(N2CCN(c3ccc(Cl)cc3)CC2)C1=O (stereo unspecified)	-2
O=S(=O)(NCCO)c1ccc2c(c1)C(=NO)c1cc(S(=O)(=O)NCCO)ccc1-2	2
CC(=O)N(C)c1ccc(NC(=S)Nc2ccccc2)cc1	-4
O=C(Nc1ccccc1F)C1CC(=O)N(c2cccc([N+](=O)[O-])c2)C1 (stereo unspecified)	-2
COc1cc(NC(=O)c2ccccc2C)c(OC)cc1NC(C)=O	10
CC(=O)c1ccc(S(=O)(=O)NCc2cccnc2)cc1	1
COc1ccc(C2CC(=O)C3=C(C2)Nc2ccccc2NC3c2ccc(C(C)C)cc2)cc1 (stereo unspecified)	2
c1ccc(OCC2=NNC(COc3ccccc3)=NN2)cc1	11
COc1ccccc1NCN1C(=O)S/C(=C/c2ccc(OC)c(OC)c2)C1=O	2
Nc1nc2ccc3c(c2s1)CCCC3	-2
O=P(CN1CCCCC1)(c1ccccc1)c1ccccc1	5
CCOC(=O)c1c(NC(=O)c2cc(OC)c(OC)c(OC)c2)sc(C)c1C	10
COc1ccccc1CNc1cc(C)ccc1OC	7
Cc1ccc(C(=O)Nc2ccccc2C(=O)NC(C)C(=O)O)cc1 (stereo unspecified)	0
O=C(Nc1ccc(Cl)cc1)Nc1nnc(Cc2ccc(Cl)cc2)s1	0
CCN(CC)C(=O)CN(c1cccc(C(F)(F)F)c1)S(C)(=O)=O	2
CCOC(=O)c1c(NC(=O)C2C3C=CC(C3)C2C(=O)O)sc2c1CCC(C(C)(C)C)C2 (stereo unspecified)	-5
O=C1Nc2ccc(Br)c3cccc1c23	-8
Cc1c(NC(=O)c2ccc(CN(c3ccccc3)S(C)(=O)=O)cc2)c(=O)n(-c2ccccc2)n1C	-3
COc1ccc(NC(=O)c2ccc(Cl)cc2)c2ncccc12	5
CCOC(=O)c1c(-c2ccccc2)oc2c1C(=O)c1ccccc1C2=O	5
CCOC(=O)c1c(C)nn2c1NC(c1ccc(Cl)cc1)CC2C(F)(F)F (stereo unspecified)	-6
Cc1ccccc1NC(=O)c1c(NC(=O)Cc2ccccc2)sc2c1CCC(C)C2 (stereo unspecified)	10
N#CC1=C(N)Oc2c(c(=O)oc3ccccc23)C12C(=O)Nc1ccc(Br)cc12 (stereo unspecified)	9
CC(=O)c1cccc(NC(=O)c2ccc(-c3ccc(Cl)cc3Cl)o2)c1	-2
CCN(CC)CCCOc1ccc(C)cc1C(C)(C)C	-4
O=C(NC(=S)Nc1ccc2oc(-c3ccc(I)cc3)nc2c1)c1ccco1	5
O=C(/C=C/c1ccc(-c2cccc([N+](=O)[O-])c2)o1)c1ccc(F)cc1	9
CC(=O)c1ccc(/C=C2\SC(=S)N(C)C2=O)o1	1
N#C/C(=C\c1ccc(-c2ccc(Br)cc2)o1)C(=O)N1CCCCC1	7
Nc1nnc(SCC(=O)Nc2ccc3c(c2)oc2ccccc23)s1	-2
Cc1nnc(SCC(=O)c2ccc(Cl)cc2Cl)s1	-3
COc1ccc(COC(=O)C2=C(C)NC3=C(C(=O)CCC3)C2c2cccc3ccccc23)cc1 (stereo unspecified)	3
CCC(=O)N1c2ccc(OC)cc2C(=C2SC(C(=O)OC)=C(C(=O)OC)S2)C(=S)C1(C)C	19
CCOc1ccccc1OCCOc1ccc(Cl)c(CC)c1	0
Cc1ccc(-n2[nH]c(=O)c(/C=C3\C=Nc4ccccc43)c2O)cc1Cl	13
COc1ccc(C2C(C(=O)OC(C)C)C(=O)CC(C)(O)C2C(=O)OC(C)C)cc1 (stereo unspecified)	10
Cc1ccc(-n2nc3cc(C)c(NC(=O)c4cccnc4)cc3n2)cc1	-1
CC(=O)N1CCN(c2ccc(NC(=O)c3cccc(Cl)c3)cc2)CC1	3
Cc1ccc(/C=N/N=C(c2ccccc2)c2ccccc2)o1	9
COC(=O)c1sccc1NS(=O)(=O)c1cc(Cl)ccc1Cl	8
O=S(=O)(c1cccs1)N1CCc2ccccc2C1	1
COc1ccc(CCNC(=O)c2cc(Cl)ccc2OC)cc1	1
CC(=O)N1CCN(c2ccc(NC(=O)c3ccccc3Br)cc2)CC1	7
COC(=O)c1c(NC(=O)/C=C/c2cccc([N+](=O)[O-])c2)sc2c1CCCC2	1
COc1cccc(/C=C/c2cc(C(F)(F)F)[nH]c(=O)n2)c1OC	5
Cc1ccc(NC(=S)NC(=O)c2ccco2)cc1C	-1
COc1ccc(OC)c(C2/C(=C(\O)c3ccccc3)C(=O)C(=O)N2CCN(C)C)c1 (stereo unspecified)	4
Cn1c(O)c(C(N)=NC(=O)c2ccccc2)c(=O)n(C)c1=O	-4
Cc1ccc(-n2c(C)cc(/C=N/NC(N)=S)c2C)cc1	-6
CN(C)C(=O)C(=O)c1c[nH]c2ccccc12	3
Cc1cccc(C)c1NC(=O)COc1ccc2ccccc2c1	4

Going on with the list:
SMILES	ER stress surv
O=C1CC(N2CCC(Cc3ccccc3)CC2)C(=O)N1Cc1ccc(Cl)cc1 (stereo unspecified)	-5
COc1ccc(OC)c(/C=N\NC(=O)c2c(C)nc3cc(C)ccn23)c1	-1
CC(C)(C)C(=O)Nc1sc2c(c1C(=O)Nc1ccccc1)CCCCC2	1
Cc1cc(Cl)ccc1OC(C)C(=O)NCc1cccnc1 (stereo unspecified)	-1
COc1ccccc1NC(=O)CSc1nc(C)cc(C)n1	7
COc1ccc(-c2nc(=S)c3c(n2CCO)CCCC3)cc1	4
CC1CCc2c(nc3ccccc3c2C(=O)O)C1 (stereo unspecified)	16
Cc1sc2nc(-c3ccc(C(C)(C)C)cc3)oc(=O)c2c1C	8
CCOC(=O)C1=C(C)N=c2s/c(=C\c3ccc(I)cc3)c(=O)n2C1c1ccc(OC)c(OC)c1 (stereo unspecified)	7
COc1ccc(NC(=O)COc2cccc(C)c2C)c([N+](=O)[O-])c1	9
O=C(O)c1ccc(-n2c(/C=C\c3ccccc3)nc3ccccc3c2=O)cc1	1
CCOc1c(Cl)cc(/C=C2\C(=O)NC(=O)N(C)C2=O)cc1Cl	11
COc1cccc(N2C(=O)/C(=C/c3ccccc3Cl)SC2=S)c1	8
O=C(c1sc2cc(Cl)ccc2c1Cl)N1CCOCC1	9
Nc1nnc(SCC(=O)Nc2ccccc2[N+](=O)[O-])s1	22
O=c1oc2cc(O)ccc2cc1-c1csc(-c2ccc(-c3ccccc3)cc2)n1	-10
O=C(Nc1ccc(-c2nc3ccccc3o2)cc1)c1ccco1	1
CCOC(=O)C1=C(c2ccccc2)NC(=S)NC1c1ccccc1 (stereo unspecified)	2
COc1ccc(S(=O)(=O)Nc2cccc3ccccc23)cc1Br	11
COc1ccc(N(CC(=O)N/N=C/c2cccc3ccccc23)S(=O)(=O)c2ccccc2)cc1	20
Cc1cccc(C(=O)Nc2ccccc2CO)c1	0
CCc1nnc(NS(=O)(=O)c2ccc(NC(=O)c3cccc4ccccc34)cc2)s1	-5
O=C(O)c1nn2c(c1Cl)NC(c1ccccc1)CC2C(F)(F)F (stereo unspecified)	-2
Cc1nc(-c2ccccc2)sc1C(=O)Nc1ccc2c3c(cccc13)CC2	2
Cc1ccc(NC(=O)CCC(=O)O)c(C)c1	4
Cc1ccc(C(=O)N/C(=C\c2cccc(Oc3ccccc3)c2)C(=O)NCc2ccncc2)cc1	27
COc1ccccc1N1C(=O)NC(=O)C(=Cc2cc(OC)c(O)c([N+](=O)[O-])c2)C1=O	0
CCOC(=O)c1c(NC(=O)c2ccc(C)o2)sc2c1CCC(C)C2 (stereo unspecified)	-4
CCOc1ccccc1C(=O)N/N=C/c1cn(-c2ccccc2)nc1-c1ccc(OC)cc1	8
O=S(=O)(Nc1ccc(F)c(Cl)c1)c1ccccc1Cl	4
O=C(NC(Nc1ccccc1)C(=O)c1cccs1)c1ccccc1 (stereo unspecified)	4
O=C(COc1ccc2ccccc2c1)Nc1cccc(I)c1	-3
Cc1cc(NC(=O)c2cc(-c3ccccc3)nc3ccccc23)no1	6
CC(C)OC(=O)c1ccc(NC(=O)c2cncc(Br)c2)cc1	-2
O=C(N/N=C/c1ccccn1)c1ccc([N+](=O)[O-])cc1Cl	7
CC(C)CNC(=O)c1cc(-c2cccs2)nc2ccccc12	10
O=C(O)C1=CNC=C(C(=O)O)C1c1ccc(O)cc1	-8
CC(=C1C(=O)c2ccccc2C1=O)N1CCN(c2ccc([N+](=O)[O-])cc2)CC1	-4
CC(=O)c1ccc(NC(=O)c2ccc(-c3ccc([N+](=O)[O-])cc3)o2)cc1	2
O=C1c2ccccc2C(=O)N1n1cnnc1	5
CCOC(=O)C1=C(C)NC2=C(C(=O)c3ccccc32)C1c1ccc2c(c1)OCO2 (stereo unspecified)	0
COc1cc(C=O)ccc1Oc1ncnc2sc3c(c12)CCCC3	10
CCOC(=O)c1ccc(N=CC2=C(O)c3ccccc3C2=O)cc1	0
Cc1ccc(/C=C2\SC(=S)N(C(Cc3ccccc3)C(=O)O)C2=O)cc1 (stereo unspecified)	2
CCN(CC)C(=O)CN(c1cccc(Br)c1)S(=O)(=O)c1ccccc1	0

Some of these compounds in order of length of the SMILES, highest first:
SMILES	ER stress surv
CC(=C1C(=O)c2ccccc2C1=O)N1CCN(c2ccc([N+](=O)[O-])cc2)CC1	-4
Cc1ccc(/C=C2\SC(=S)N(C(Cc3ccccc3)C(=O)O)C2=O)cc1 (stereo unspecified)	2
COc1cc(C=O)ccc1Oc1ncnc2sc3c(c12)CCCC3	10

Compounds above with a COOH group:
SMILES	ER stress surv
O=C(O)c1cnn2c1NC(c1ccc3c(c1)OCO3)CC2C(F)(F)F (stereo unspecified)	0
Cc1ccc(C(=O)Nc2ccccc2C(=O)NC(C)C(=O)O)cc1 (stereo unspecified)	0
CCOC(=O)c1c(NC(=O)C2C3C=CC(C3)C2C(=O)O)sc2c1CCC(C(C)(C)C)C2 (stereo unspecified)	-5
CC1CCc2c(nc3ccccc3c2C(=O)O)C1 (stereo unspecified)	16
O=C(O)c1ccc(-n2c(/C=C\c3ccccc3)nc3ccccc3c2=O)cc1	1
O=C(O)c1nn2c(c1Cl)NC(c1ccccc1)CC2C(F)(F)F (stereo unspecified)	-2
Cc1ccc(NC(=O)CCC(=O)O)c(C)c1	4
O=C(O)C1=CNC=C(C(=O)O)C1c1ccc(O)cc1	-8
Cc1ccc(/C=C2\SC(=S)N(C(Cc3ccccc3)C(=O)O)C2=O)cc1 (stereo unspecified)	2

Additional compounds:
SMILES	ER stress surv
COC(=O)C(NC(=O)C(C)NC(=O)OCc1ccccc1)C(C)C (stereo unspecified)	0
Cc1[nH]n(-c2ccccc2)c(=O)c1C(c1ccccc1C(F)(F)F)c1c(C)[nH]n(-c2ccccc2)c1=O	4
Cc1ccc(NC(=O)CS(=O)(=O)c2ccccc2)cc1	1
O=C(CSc1nc2ccccc2c(=O)n1-c1ccccc1)Nc1ccccc1	-3
Cc1ccc(S(=O)(=O)Nc2ccccc2C(=O)NCc2ccco2)cc1	1
O=C1NC(=S)N(c2ccccc2)C(=O)/C1=C/c1ccc(Cl)cc1Cl	-1
COC(=O)c1nc2nc(C)cc(C)n2n1	10
Oc1c(/C=C2/C=Nc3ccccc32)sc(=S)n1-c1cccc(C(F)(F)F)c1	4
COc1ccccc1N1CCN(/N=C\c2cccs2)CC1	8
C/C(=N\NS(C)(=O)=O)c1ccc(O)cc1O	9
O=C(O)CCn1c(=O)c2cc3c(=O)n(CCC(=O)O)c(=O)c3cc2c1=O	8
CCc1c(C)nc2c(OC)cccc2c1Cl	-4
COCCNC(=O)C(=O)Nc1ccccc1	-1
COc1cc(/C=C2\SC(=S)N(CC(=O)O)C2=O)ccc1OC(=O)C12CC3CC(CC(C3)C1)C2	-2
COc1ccccc1OCC(=O)Nc1ccc(N(C)C)cc1	9
O=C(COc1ccccc1[N+](=O)[O-])Nc1ccc(-c2nc3cc(Cl)ccc3o2)cc1	-2
CCCCc1ccc(-c2csc(/C(C#N)=C/c3ccc(OC)c(OC)c3)n2)cc1	13
